# Bioassay records (PubChem)
# PHOSPHO1 block = PubChem AID 1565; recombinant PHOSPHO1, absorbance phosphatase assay; inhibition, % at 13.3 µM; Phosphoethanolamine/phosphocholine phosphatase (Homo sapiens), Q8TCT1; 290,000 compounds, 1.1% hits; in the data active means inhibition above about 60%
# IDE act = human IDE activators in live cells, primary screen, fluorescence polarization, HEK cells, FAbeta-B substrate. Insulin-degrading enzyme (Homo sapiens), P14735. FAbeta-B cleavage; 0% vehicle, 100% cell-free pure enzyme wells. activation, % at 5.96 µM. 340,000 compounds, 0.073% hits. AID 493087, 2011;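 active means activation above the mean of all tested compounds plus 3 SD, set per screening campaign, cut at about 17% in these data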
# Target sequence (P14735 whole entry, looked up): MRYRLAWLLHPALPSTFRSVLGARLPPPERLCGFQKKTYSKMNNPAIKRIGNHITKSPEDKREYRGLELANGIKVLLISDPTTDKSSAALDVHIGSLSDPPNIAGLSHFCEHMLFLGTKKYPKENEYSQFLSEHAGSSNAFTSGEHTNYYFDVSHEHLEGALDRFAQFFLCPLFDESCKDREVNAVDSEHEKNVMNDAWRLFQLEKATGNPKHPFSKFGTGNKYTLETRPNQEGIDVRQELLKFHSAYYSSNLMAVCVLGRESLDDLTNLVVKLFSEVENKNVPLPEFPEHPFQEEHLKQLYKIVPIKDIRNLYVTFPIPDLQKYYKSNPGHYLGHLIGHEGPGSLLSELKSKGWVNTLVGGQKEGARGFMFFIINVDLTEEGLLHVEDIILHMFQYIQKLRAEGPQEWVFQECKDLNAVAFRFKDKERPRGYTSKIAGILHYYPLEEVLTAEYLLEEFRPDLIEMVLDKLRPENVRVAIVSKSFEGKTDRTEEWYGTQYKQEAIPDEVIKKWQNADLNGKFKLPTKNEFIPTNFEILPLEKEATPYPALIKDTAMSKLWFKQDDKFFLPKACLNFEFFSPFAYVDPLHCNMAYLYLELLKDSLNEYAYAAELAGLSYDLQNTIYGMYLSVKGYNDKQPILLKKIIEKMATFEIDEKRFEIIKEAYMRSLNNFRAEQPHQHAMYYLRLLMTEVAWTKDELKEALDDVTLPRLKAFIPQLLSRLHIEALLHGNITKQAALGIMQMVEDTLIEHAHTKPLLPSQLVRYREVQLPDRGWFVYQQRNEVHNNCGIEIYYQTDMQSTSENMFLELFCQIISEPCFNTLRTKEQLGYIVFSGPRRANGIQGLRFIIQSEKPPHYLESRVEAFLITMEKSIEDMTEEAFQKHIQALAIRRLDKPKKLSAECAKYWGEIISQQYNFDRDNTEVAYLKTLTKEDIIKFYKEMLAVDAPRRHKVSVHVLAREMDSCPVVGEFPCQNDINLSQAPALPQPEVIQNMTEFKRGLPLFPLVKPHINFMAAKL
# GPR7 antagonist = GPR7 receptor antagonists, primary screen, cell-based, fluorescence, single concentration | inhibition, % at 4.4 µM | Neuropeptides B/W receptor type 1 (Homo sapiens), P48145 | GPR7-expressing cells, fluorescence antagonist assay | 290,000 compounds, 1.1% hits | AID 1861, 2009; in the data active means inhibition above about 16%, passing the limit was not always enough;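 further: cells stimulated with the agonist NPW; 0% = agonist with vehicle and 100% = vehicle without agonist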
# IDE cell inh = human IDE inhibitors in live cells, primary screen, fluorescence polarization, HEK cells, FAbetaB substrate. Insulin-degrading enzyme (Homo sapiens), P14735. FAbetaB cleavage. inhibition, % at 5.59 µM. 320,000 compounds, 0.41% hits;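 active means percent inhibition above the average of all tested compounds plus 3 SD, set per screening campaign, cut at about 16% in these data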;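 further: IDE supplied by intact live HEK cells; FP after avidin binding of uncleaved biotin substrate so inhibition keeps polarization high; 0% = DMSO wells and 100% = 60 µM reference IDE inhibitor Ii1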
# NALP1 inh = NALP1 inflammasome inhibitors in reconstituted yeast, colorimetric, S. cerevisiae, triplicate retest. S. cerevisiae NALP1/ASC/caspase-1 growth, X-gal OD620, 72 h. inhibition, % at 10 µM. 280,000 compounds, 0.61% hits; in the data active means inhibition mostly above about 24%, no sharp cut-off; inactive means mostly below about 32%; further: some compounds called inactive have numbers as strong as hits
# p-CIP stab down = p/CIP-EGFP fusion destabilizers, primary screen, fluorescence, F442A cells. Q05BA5. 16 h. decrease of EGFP signal, % at 10 µM. 290,000 compounds, 0.01% hits;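 active means EGFP signal decrease of at least 30% at 10 µM or well 3 SD below plate mean, unless failing retest; inactive means the rest, including hits failing retest or dose response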; further: some compounds called inactive have numbers as strong as hits; many of its hits are not listed in these tables
# M18AAP inhibitor = PfM18AAP inhibitors, malaria aminopeptidase, primary screen, biochemical, QFRET, recombinant enzyme. 290,000 compounds, 1.2% hits. H-Glu-NHMec fluorogenic cleavage. AID 1822, 2009. inhibition, % at 7.35 µM;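 active means inhibition above the campaign mean inhibition over all tested compounds plus 3 SD, cut at about 28% in these data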;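 further: 0% = plate median of test compound wells and 100% = 2 mM ZnCl2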
# VIM-2 inh = VIM-2 metallo-beta-lactamase inhibitors, primary screen, biochemical, epi-absorbance readout, Pseudomonas aeruginosa enzyme | purified VIM-2, nitrocefin hydrolysis, epi-absorbance fluorescence | inhibition, % at 5.6 µM | 290,000 compounds, 0.89% hits | AID 1527, 2009;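 active means inhibition above the mean of all tested compounds plus 3 SD, cutoff set per screening run, cut at about 7.5% in these data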;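 further: red hydrolysis product quenches plate fluorescence so inhibitors raise well fluorescence; 0% = enzyme with DMSO and 100% = DMSO without enzyme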
# IMP-1 inhibitor = IMP-1 metallo-beta-lactamase inhibitors, primary screen, biochemical, epi-absorbance readout, Pseudomonas aeruginosa enzyme. metallo-beta-lactamase IMP-1 (Pseudomonas aeruginosa). purified IMP-1, nitrocefin hydrolysis, epi-absorbance fluorescence. inhibition, % at 5.6 µM. 290,000 compounds, 0.45% hits. AID 1556, 2009;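 active means inhibition above the mean plus 3 SD of all compounds in the same screening run, cut at about 4.5% in these data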;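 further: 0% = IMP-1 with DMSO and 100% = DMSO wells lacking enzyme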
#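 System – purified recombinant IMP-1 beta-lactamase · Input – IMP-1 dispensed at 0.2 nM · Timing – 15 min preincubation plus 25 min reaction at 25 °C · Signal – Epi-absorbance fluorescence, 480 nm excitation, 530 nm emission · Measure – percent IMP-1 inhibition derived from blank-referenced optical density · Controls – Enzyme-plus-DMSO low control, enzyme-free DMSO high control · Replication – singlicate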
# Starred values were filed as active, the others as inactive; . = not tested or not shown; & = joins results of further samples.
SMILES,PHOSPHO1 block,IDE act,GPR7 antagonist,IDE cell inh,NALP1 inh,p-CIP stab down,M18AAP inhibitor,VIM-2 inh,IMP-1 inhibitor
O=S(=O)(c1ccccc1)c1nc(-c2ccccc2)oc1NCc1cccnc1,-14,5,3,3,-6,-19,-7,-0.9,-1.6
Cc1ccc(NC(=O)c2nnn(-c3cccc(C(F)(F)F)c3)c2N)cc1,-12,1,22,-11,3,6,5,-1.0,-0.1
FC(F)(F)c1nc2ccccc2n2c(-c3ccc(Cl)cc3)nnc12,16,3,6,-1,-6,-8,-3,-2.4,-2.3
CC1(C)Cc2c(c(N3CCOCC3)nc3sc4c(=O)[nH]cnc4c23)CS1,108*,-5,17,10,14,-8,0,-1.8,-1.9
COc1ccc(NC(=O)Nc2nnc(N3CCCCC3C)s2)cc1OC (stereo not drawn),14,5,3,-1,37,-6,-3,-4.1,-1.0
O=C(Nc1ccc2c(c1)OCO2)C1CCCCC1,.,-2,-8,1,-4,-3,7,0.0,-3.0
CCN(CC)CC(=O)Nc1ccccc1SCC(=O)Nc1ccsc1C(=O)OC,-31,5,6,7,8,1,0,-2.7,-1.1
CCn1cc(C(=O)NCCN(C)CCc2ccccc2)c(=O)c2cc(S(=O)(=O)N(C)C)ccc21,7,0,-10,4,20,4,-3,-2.0,-2.4
CCC(=O)Nc1ccc(NC(=O)C23CC4CC(CC(C4)C2)C3)cn1,18,4,-17,0,16,-18,-1,-0.5,-4.6
CC(/C=N/NC(=O)c1ccncc1)=C\c1ccco1,0,2,3,-3,0,6,5,-3.8,-1.9
O=C(CC(c1ccccc1)c1cc(Br)ccc1O)NCCN1CCOCC1 (stereo not drawn),26,1,-9,6,23,2,6,-2.2,-3.5
Cc1ccc(C)c(NC(=O)Nc2ccc3c(c2)OCO3)c1,14,4,-8,6,18,0,6,-3.6,-2.1
CCN(CC)c1ccc(C2C3CCCCC3(O)CCN2CC(=O)Nc2ccccc2)cc1 (stereo not drawn),-1,3,0,2,1,-9,5,-3.3,-4.3
Cc1cccc2c3nc4ccccc4nc3n(C)c12,26,-3,-5,4,6,-4,2,9.7*,-2.8
CCOC(=O)C1(Cc2cccc(OC)c2)CCN(Cc2ccccc2)CC1,20,0,7,-1,21,-2,1,-0.3,-1.6
N#Cc1cc2c(nc1SCC(=O)N1CCCCC1)CCCC2,-23,-5,-1,5,4,-1,3,2.0,-0.7
C[C@H]1CCC[C@]2(C)C[C@H]3OC(=O)C(CN4CCCCCC4)[C@H]3C=C12 (stereo partly drawn),38,3,-4,1,13,-5,-3,-0.9,-2.1
Oc1ccc(/C=N/Nc2nc(-c3ccc(Cl)cc3)cc(C(F)(F)F)n2)cc1,-2,4,-17,-5,26,-5,4,-0.6,-5.2
CC(=O)n1cc([C@@H]2C=C(C(=O)NCc3ccccc3)O[C@H](OCCCCO)C2)c2ccccc21,12,1,0,3,-12,-2,7,-1.1,-0.8
CCC(C)Sc1nc(O)c(Cc2ccccc2)c(=O)[nH]1 (stereo not drawn),21,0,27,11,36,5,14,0.9,-0.2
Cc1ccc(Oc2cc(NC(=O)CCCn3nc(C)c([N+](=O)[O-])c3C)cc([N+](=O)[O-])c2)cc1,-9,4,-1,1,13,-1,-1,-1.0,-2.0
S=C(NCC1CCCO1)N1CCN(c2nc(-c3ccccc3)cs2)CC1 (stereo not drawn),20,-15,-3,10,8,-8,-1,-1.8,-0.2
C=CCNC(=S)NNC(=O)C(CCCC)CC(O)COCC(C)C (stereo not drawn),39,3,-2,4,22,-8,-14,-1.0,-1.4
CCn1cc(C(=O)NC2CCCCC2)c(=O)c2ccc(C)nc21,-1,-3,2,2,-4,-3,-2,-2.8,-5.2
CC(C)(C)N1C(=O)[C@H]2[C@@H](c3ccc(Br)cc3)N3C(=O)N(c4cccc(Br)c4)C(=O)[C@@]3(Cc3ccccc3)[C@H]2C1=O,-30,-1,-6,-4,14,-12,8,-1.9,-1.7
O=[N+]([O-])c1ccc(Cl)cc1Sc1cccc2cccnc12,-2,-2,-12,-1,-2,2,0,-3.4,-3.3
Cc1cccc(C(=O)Nc2ccc(C(=O)N/N=C/c3cccnc3)cc2)c1,27,5,7,0,5,-13,-4,-3.8,-1.4
CCn1c(SCC#N)nc2cc(S(=O)(=O)N3CCOCC3)ccc21,23,0,-1,7,14,6,-4,-1.4,-5.0
Cc1ccc(N(Cc2cc3cc(C)ccc3[nH]c2=O)C(=O)c2cccs2)cc1,6,4,3,-8,30,-10,-6,-4.0,-3.3
CCOC(=O)C1=C(C)Nc2nc(SC)nn2C1c1ccc(C(=O)OC)cc1 (stereo not drawn),12,-1,-13,9,0,-4,-16,-0.9,-0.4

# Record cards, as listed above. Order of screens: PHOSPHO1 block, IDE act, GPR7 antagonist, IDE cell inh, NALP1 inh, p-CIP stab down, M18AAP inhibitor, VIM-2 inh, IMP-1 inhibitor
# CCn1cc(C(=O)NC2CCCCC2)c(=O)c2ccc(C)nc21 in the list: -1, -3, 2, 2, -4, -3, -2, -2.8, -5.2
# Oc1ccc(/C=N/Nc2nc(-c3ccc(Cl)cc3)cc(C(F)(F)F)n2)cc1 in the list: -2, 4, -17, -5, 26, -5, 4, -0.6, -5.2
# C=CCNC(=S)NNC(=O)C(CCCC)CC(O)COCC(C)C (stereo not drawn) in the list: 39, 3, -2, 4, 22, -8, -14, -1.0, -1.4
# CCn1c(SCC#N)nc2cc(S(=O)(=O)N3CCOCC3)ccc21 in the list: 23, 0, -1, 7, 14, 6, -4, -1.4, -5.0
# CC(C)(C)N1C(=O)[C@H]2[C@@H](c3ccc(Br)cc3)N3C(=O)N(c4cccc(Br)c4)C(=O)[C@@]3(Cc3ccccc3)[C@H]2C1=O in the list: -30, -1, -6, -4, 14, -12, 8, -1.9, -1.7

# The main list resumes; the 2 compounds before the break are reprinted first.
SMILES,PHOSPHO1 block,IDE act,GPR7 antagonist,IDE cell inh,NALP1 inh,p-CIP stab down,M18AAP inhibitor,VIM-2 inh,IMP-1 inhibitor
Cc1ccc(N(Cc2cc3cc(C)ccc3[nH]c2=O)C(=O)c2cccs2)cc1,6,4,3,-8,30,-10,-6,-4.0,-3.3
CCOC(=O)C1=C(C)Nc2nc(SC)nn2C1c1ccc(C(=O)OC)cc1 (stereo not drawn),12,-1,-13,9,0,-4,-16,-0.9,-0.4
CC(=O)c1ccc(NC(=O)C(C)N(C)CC(=O)Nc2cccc(F)c2)cc1 (stereo not drawn),28,6,-2,0,5,1,5,-2.4,-2.0
CCCOC(=O)c1ccc(NC(=O)C2C3C=CC(O3)C2C(=O)O)cc1 (stereo not drawn),-19,1,-6,-3,-26,7,-2,-1.9,-2.7
O=C(O)c1ccc(N/N=C/c2ccc(C(F)(F)F)cc2)cc1,12,-1,-18,13,1,-2,-17,-1.1,0.2
CC1CN(c2cc(=O)n(Cc3ccc(F)cc3)c(=O)[nH]2)CC(C)O1 (stereo not drawn),5,4,-11,2,8,3,8,-3.2,-3.3
Cc1cc(NC(=O)c2c(Cl)cnn2C)no1,8,3,2,-2,-7,-3,3,-0.6,-1.5
CCC(=O)NC(=S)Nc1ccc(OC)cc1OC,7,0,-1,3,31,5,-9,-0.3,-1.1
Cc1ccc(Nc2nnc(-c3ccccc3N)o2)cc1C,38,4,7,9,.,2,-2,-0.6,-3.9
CN(C)c1cc[n+](Cc2ccccc2)cc1,14,2,-2,4,3,-22,-1,-0.6,-1.2
Cc1nc2nc3c(c(=O)n2[nH]1)CCC3,5,5,-5,8,3,-4,2,-2.3,-4.7
COCCCNc1nc(CC(C)C)nc2c1nnn2Cc1ccccc1,44,0,-14,-2,5,10,5,-0.9,-2.4
COc1ccccc1CCNS(=O)(=O)c1cn(C)nc1C,23,2,0,-3,11,5,3,-1.7,-2.0
CC(C)/C=C1\CCc2c([nH]c3ccccc23)C1=O,48,-3,-8,-6,-6,3,4,-2.5,-0.5
COc1ccccc1NC(=S)NC(=O)/C=C/c1ccco1,-6,-5,-1,4,29,-13,2,-5.7,-2.8
COc1ccc(C2C(C(=O)Nc3ccccc3)=C(C)N=C3SCC(=O)N32)cc1 (stereo not drawn),-10,-3,-5,-1,15,8,6,-3.4,-1.1
Cc1nc(CN2CCN(C(=O)c3ccc(C(C)(C)C)cc3)CC2)cs1,9,8,2,1,-15,-12,-4,-3.9,-3.4
Cc1nc2nc[nH]n2c(=O)c1NC(=O)CC12CC3CC(CC(C3)C1)C2,1&42,4&-1,-3&-1,0&1,-2&-14,4&-2,-5&2,-1.8&-2.0,-3.1&0.0
Cc1ccc2cc(C)c3nnc(SCc4ccc(C(=O)O)cc4)n3c2c1C,38,-1,-17,1,.,6,-3,-2.3,-1.0
CC1CN(c2cc(=O)n(-c3ccccc3)c(=O)[nH]2)CC(C)O1 (stereo not drawn),1,6,6,1,.,-7,-5,1.7,-1.6
Cc1ccc(S(=O)(=O)Nc2cc(-c3ccc(Cl)cc3)nn2C)cc1,37,.,-6,-4,4,-17,3,-2.6,-1.3
COc1ccc(S(=O)(=O)n2nc(C)c(S(=O)(=O)N3CCOCC3)c2C)cc1,38,2,-13,2,0,-4,2,-1.9,-4.1
Cc1nc(C)c(-c2csc(Nc3ccc(O)cc3C)n2)s1,14,-1,-14,3,26,-14,-4,2.0,-0.9
Cc1ccn2c(-c3csc(NCc4ccccc4)n3)c(C)nc2c1,-8,7,-10,1,12,-32,19,0.8,-0.6
O=C(NNc1ccccc1Br)C(=O)n1ccc2ccccc21,-27,5,2,-5,14,-8,23,-2.7,-3.9
CCOC(=O)c1cn(CC#N)c2cc(F)c(F)cc2c1=O,34,3,-5,2,12,0,-2,-1.7,-1.6
CCN(CC)CC(O)Cn1c(C)c(-c2ccccc2)c2cc([N+](=O)[O-])ccc21 (stereo not drawn),6,-1,41*,7,9,-3,-2,-1.0,-4.7
O=C(NC(c1ccccc1)c1ccccc1)C1CCCN(S(=O)(=O)c2cnc[nH]2)C1 (stereo not drawn),1,0,-3,1,-12,14,1,-1.9,-1.5
O=C(NC1CCCCC1)C1CC(O)CN1C(=O)OCc1ccccc1 (stereo not drawn),46,0,-6,0,4,-4,-6,-0.8,-1.7
